# Assay outcomes from PubChem.
# GPR35 arrestin U2OS = inhibition of zaprinast-stimulated GPR35 beta-arrestin translocation – imaging, U2OS, beta-arrestin-GFP, zaprinast agonist, primary screen (AID 2058) | U2OS GPR35 beta-arrestin-GFP translocation imaging, zaprinast antagonism; higher % means a stronger effect | 290,000 compounds, 0.052% hits | inhibition, % at 10 µM; hits with a dose series show IC50 in µM;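 active means inhibition of at least 50% with at least 30 cells and total cytoplasm GFP at most 10,000,000; inconclusive means under 30 cells or total GFP of 10,000,000 plus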
# NTR1 ag = NTR1-driven beta-arrestin-GFP spot formation – imaging, U2OS cells, high content, primary screen (AID 493036) | 330,000 compounds, 0.17% hits | P30989 | agonist mode | activation, % at 20 µM;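 active means activation at or above 40% of the spot to cytoplasm intensity ratio, with at least 20 cells analyzed; inconclusive means wells under 20 cells, flagged as cytotoxic or low count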;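 further: 0% = DMSO without peptide and 100% = 100 nM NTR1 peptide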
# Target sequence (P30989 whole entry, looked up): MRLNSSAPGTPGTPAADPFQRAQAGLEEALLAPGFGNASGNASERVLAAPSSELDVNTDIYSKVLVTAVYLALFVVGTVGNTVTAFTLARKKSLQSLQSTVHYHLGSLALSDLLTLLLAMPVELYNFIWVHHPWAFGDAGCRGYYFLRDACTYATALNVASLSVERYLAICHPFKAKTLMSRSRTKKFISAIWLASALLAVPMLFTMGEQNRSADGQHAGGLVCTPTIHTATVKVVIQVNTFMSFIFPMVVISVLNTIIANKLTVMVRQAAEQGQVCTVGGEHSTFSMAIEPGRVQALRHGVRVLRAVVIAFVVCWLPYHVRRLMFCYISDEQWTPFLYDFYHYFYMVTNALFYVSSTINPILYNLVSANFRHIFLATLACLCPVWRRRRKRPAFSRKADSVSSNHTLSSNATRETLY
# GPR55 beta-arrestin = GPR55 agonists via beta-arrestin recruitment, primary screen, imaging, U2OS cells, beta-arrestin-GFP redistribution (AID 1961) | 290,000 compounds, 0.048% hits | U2OS GPR55 beta-arrestin-GFP redistribution imaging; higher % means a stronger effect | activation, % at 10 µM; hits with a dose series show EC50 in µM;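 active means activation above 40% with more than 50 cells counted in the well; inconclusive means wells holding fewer than 50 cells, flagged as toxic or sparse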;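 further: U2OS osteosarcoma cells stably expressing GPR55 and beta-arrestin-GFP; plate controls were DMSO negative control for no effect and LPI positive control for full effect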
# T cell HTS = modulates CD8 T cell binding to vesicles. 2C CD8+ T cell-vesicle binding, flow cytometry; active compounds read low. calls only at 7 µM. 330,000 compounds, 0.068% hits. AID 2052;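 active means response, share of CD8 T cells binding vesicles, and their 90th percentile fluorescence all below set limits, cut at about 80% in these data, passing the limit was not always enough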
#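 Material: 2C TCR transgenic mouse naive CD8+ T cells, MACS-purified. Also added: QL9-charged Drosophila Ld/ICAM-1/B7-1 vesicles. Timing: binding 1.5 h at 37 °C. Measured by: high-throughput flow cytometry with anti-B7-1 and anti-CD8 staining. Read-out: percent CD8+ FL2 mean versus row control. Controls: Unloaded micro-vesicles (low), QL9 vesicles with 0.7% DMSO (high).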
# Lipid droplet = modulators of hepatic lipid droplet formation; AID 1656; inhibition, % at 6.5 µM; AML12 mouse hepatocytes, oleate lipid droplets, BODIPY imaging; 240,000 compounds, 0.4% hits;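 active means lipid droplet intensity inhibited by at least 50%, with more than 500 cells counted; inconclusive means wells with under 300 cells, treated as cytotoxic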
#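 Technique: fluorescence imaging, 20x objective, two fields per well / Assay system: AML12 hepatocytes (mouse) / Measure: % inhibition of lipid droplet signal / Doses: 6.5 µM single-point dosing / Incubation: overnight exposure / Reagent: 100 µM oleic acid challenge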
# Large T inhibition = SV40 large T antigen inhibitors, biochemical (AID 1903) | 310,000 compounds, 0.39% hits | SV40 large T antigen ATPase/helicase inhibition assay; higher % means a stronger effect | inhibition, % at 20 µM, or IC50 in µM where a hit was titrated; in the data active means a potency from the dose series; inconclusive means inhibition mostly from about 32% at the one dose, without a potency; inactive means the rest, 99 in 100 with inhibition below about 32%; further: strong numbers were not always called active
# LYP inhibition = inhibitors of LYP phosphatase, biochemical, fluorescence intensity, uHTS (AID 1779) | recombinant LYP phosphatase, fluorescence intensity; higher % means a stronger effect | one-dose inhibition, % at 11.5 µM; IC50 in µM for titrated hits | 290,000 compounds, 0.054% hits; in the data active means inhibition above about 50%;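 further: plate controls were vehicle with enzyme for no effect and no enzyme for full effect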
# Rac1 GTP hydrolysis = MgcRacGAP GTPase-activating activity inhibitors, confirmation, biochemical, ADP Hunter fluorescence | MgcRacGAP-stimulated Rac1 GTP hydrolysis, ADP Hunter fluorescence; higher % means a stronger effect; GST-tagged Rac1 F28L mutant substrate | one-dose inhibition, % at 30 µM; IC50 in µM for titrated hits | 340,000 compounds, 0.6% hits | AID 624330;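 active means first-screen hits whose inhibition reached a set limit at any dose in the follow-up dose series; inconclusive means inhibition above the set first-screen limit but never retested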;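 further: fluorescence reports GDP produced by GAP-driven GTP hydrolysis; strong numbers were not always called active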
# GPR55 antagonists = GPR55 antagonists blocking LPI-driven arrestin recruitment, primary screen, imaging, U2OS, beta-arrestin-GFP, LPI agonist (AID 2013). 290,000 compounds, 0.13% hits. U2OS GPR55 beta-arrestin-GFP translocation imaging, LPI antagonism; higher % means a stronger effect. inhibition, % at 10 µM; hits with a dose series show IC50 in µM;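 active means spots per cell inhibited over 60%, with over 100 cells counted and total cytoplasm intensity under 500,000; inconclusive means wells with under 100 cells, flagged as likely toxic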;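 further: U2OS cells stably carrying GPR55 and arrestin-GFP stimulated by 5 µM LPI near EC80; imaged beta-arrestin-GFP aggregate spots per cell after agonist stimulation; plate controls were LPI-stimulated DMSO wells for no effect and DMSO wells without LPI for full effect; some results filed as inactive read as strong as hits; confirmed hits need IC50 under 10 µM and bright autofluorescent wells are also inconclusive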
# Lipid droplet cells 6.5 µM = second read-out of Lipid droplet, no call of its own (marks repeat the call); cell count; measured here: cell count, cytotoxicity flag;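 cells counted across two imaged fields per well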
# T cell HTS vesicle-bound % = second read-out of T cell HTS, no call of its own (marks repeat the call); double positive events, %; measured here: CD8+ vesicle-bound cell fraction;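 binding gate set so that unloaded-vesicle control wells show 10% double positive cells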
# NTR1 ag cell count 20 µM = further read-out of NTR1 ag, marked with its call; cell count; measured here: cell count, cytotoxicity flag
# Starred values were filed as active, the others as inactive; i = inactive; ? = inconclusive; . = no result given. The list is partial. The share of hits here may be higher or lower than overall.
# A first look, seven compounds:
SMILES,GPR35 arrestin U2OS,NTR1 ag,NTR1 ag cell count 20 µM,GPR55 beta-arrestin,T cell HTS,T cell HTS vesicle-bound %,Lipid droplet,Lipid droplet cells 6.5 µM,Large T inhibition,LYP inhibition,Rac1 GTP hydrolysis,GPR55 antagonists
CCOc1cc(C(=O)N2CCC3(CC2)OCCO3)cc(OCC)c1OCC,-11%,-1.3,67,0.2%,i,46,5,712,9%,1%,6%,0%
Cc1ccc(-n2c(O)c(/C=N/c3ncc(Br)cc3Br)c(=O)[nH]c2=O)cc1,-1%,-1.2,48,-0.1%,i,22,1,749,7%,-8%,16%,2%
COC(=O)c1cccc(N=Cc2c(O)n(Cc3ccc(F)cc3)c(=O)[nH]c2=O)c1,-2%,3.0,46,0.9%,i,58,1,686,16%,-15%,.,-18%
CCC(=NCCCO)c1c(O)n(-c2ccc(OC)cc2)c(=O)[nH]c1=O,6%,-1.5,38,-0.2%,i,23,.,.,10%,-9%,1%,-2%
CCC1(CC)C(=O)C=CNC1=O,.,0.0,80,.,i,39,.,.,24%,.,3%,.
CC(=O)O[C@@]12CO[C@@H]1C[C@H](O)[C@@]1(C)C(=O)[C@H](O)C3=C(C)[C@@H](O)C[C@@](O)([C@@H](OC(=O)c4ccccc4)C12)C3(C)C (stereo partly specified),-11%,-2.8,113,0.4%,i,51,.,.,.,-10%,4%,-18%
CCOC(=O)c1c(-n2c(C)cc(C=C3C(=O)NC(=S)NC3=O)c2C)sc2c1CCCC2,-8%,3.3,58,.,i,56,-6,605,?,6%,11%,22%

# The list itself, from the first entry:
SMILES,GPR35 arrestin U2OS,NTR1 ag,NTR1 ag cell count 20 µM,GPR55 beta-arrestin,T cell HTS,T cell HTS vesicle-bound %,Lipid droplet,Lipid droplet cells 6.5 µM,Large T inhibition,LYP inhibition,Rac1 GTP hydrolysis,GPR55 antagonists
CCOc1cc(C(=O)N2CCC3(CC2)OCCO3)cc(OCC)c1OCC,-11%,-1.3,67,0.2%,i,46,5,712,9%,1%,6%,0%
Cc1ccc(-n2c(O)c(/C=N/c3ncc(Br)cc3Br)c(=O)[nH]c2=O)cc1,-1%,-1.2,48,-0.1%,i,22,1,749,7%,-8%,16%,2%
COC(=O)c1cccc(N=Cc2c(O)n(Cc3ccc(F)cc3)c(=O)[nH]c2=O)c1,-2%,3.0,46,0.9%,i,58,1,686,16%,-15%,.,-18%
CCC(=NCCCO)c1c(O)n(-c2ccc(OC)cc2)c(=O)[nH]c1=O,6%,-1.5,38,-0.2%,i,23,.,.,10%,-9%,1%,-2%
CCC1(CC)C(=O)C=CNC1=O,.,0.0,80,.,i,39,.,.,24%,.,3%,.
CC(=O)O[C@@]12CO[C@@H]1C[C@H](O)[C@@]1(C)C(=O)[C@H](O)C3=C(C)[C@@H](O)C[C@@](O)([C@@H](OC(=O)c4ccccc4)C12)C3(C)C (stereo partly specified),-11%,-2.8,113,0.4%,i,51,.,.,.,-10%,4%,-18%
CCOC(=O)c1c(-n2c(C)cc(C=C3C(=O)NC(=S)NC3=O)c2C)sc2c1CCCC2,-8%,3.3,58,.,i,56,-6,605,?,6%,11%,22%
Cc1cc2ccccn2c1C(C[N+](=O)[O-])c1c(F)cccc1Cl (stereo unspecified),-4%,11,40,-0.1%,i,21,-22,693,4%,-6%,6%,-2%
CC(C)c1ccc(C2N3CCCN23)cc1 (stereo unspecified),-9%,2.2,50,-0.5%,i,39,10,725,3%,-4%,0%,1%
O=C(Nc1nccs1)C(Cl)(Cl)Cl,-2%,-0.9,39,-0.7%,i,20,4,713,12%,-6%,2%,3%
Cc1cc(C)[n+](C2C3CC4CC(C3)CC2C4)o1 (stereo unspecified),-12%,1.3,83,-0.4%,i,7,-4,661,21%,2%,1%,0%
O=c1[nH]c(O)c(C=Nc2ccc(F)c(Cl)c2)c(=O)[nH]1,-7%,-0.3,81,-0.1%,i,59,0,832,-3%,0%,9%,-6%
Cc1nc(Cl)sc1C(=O)Nc1ccc2ccccc2c1,5%,2.6,62,0.3%,i,46,-2,683,15%,2%,13%,2%
COc1ccc(O)c2c(=O)c3c(OC)cc4c(c3oc12)C1C=COC1O4 (stereo unspecified),6%,2.8,101,-0.2%,i,62,-1,599,4%,-4%,4%,0%
Cc1cc(C=C2C(=O)N(C)C(=S)N(C)C2=O)c(C)n1C1CCCCC1,-5%,2.2,35,-0.2%,i,28,.,.,11%,-4%,10%,1%
CN1C(=O)C(=Cc2ccc(Sc3ccccc3)o2)C(=O)N(C)C1=O,33%,2.4,93,-0.1%,i,52,3,663,18%,-6%,12%,59%
CCCCn1c(=O)c(C(=O)Nc2ccccn2)c(O)c2ccccc21,4%,2.4,49,0.3%,i,59,.,.,7%,-10%,-4%,6%
O=C1NC(=S)N(C2CC2)C(=O)/C1=C/c1ccc2c(c1)CCN2CCCCl,10%,.,.,-0.5%,i,42,-1,677,21%,3%,96µM*,4%
Clc1ccc2c(N3CCNCC3)ccnc2c1,-6%,-0.5,94,0.4%,i,16,-4,668,0%,-1%,1%,-1%
COc1ccc(CCC(=O)NCCc2cnc[nH]2)cc1,-6%,1.6,75,-0.2%,i,43,1,804,7%,-7%,5%,-2%
CCC1C(C#N)=C(N)Oc2c1c(=O)oc1ccccc21 (stereo unspecified),-14%,-0.6,87,-0.2%,i,24,-3,754,25%,-8%,5%,11%
Cc1ccnc(-n2c(C)cc(/C=C3\C(=O)NC(=S)N(C)C3=O)c2C)c1,-1%,4.0,58,-0.1%,i,11,6,492,28%,-1%,7%,19%
CC(Cc1ccccc1)[n+]1cc(/N=C(\[O-])N(C)C)on1 (stereo unspecified),-8%,3.2,64,-0.2%,i,53,.,.,-3%,3%,4%,1%
CCn1c(=O)cc(OCC(=O)N2CCC3(CC2)OCCO3)c2ccccc21,-2%,-1.5,103,-0.1%,i,14,.,.,11%,-9%,8%,17%
Cc1cc(Cl)ccc1OC(C)C(=O)O (stereo unspecified),14%,2.3,63,0.0%,i,58,.,.,5%,-3%,-5%,5%
CN1C(=O)N(C)C(=O)C2(Sc3ccccc3C2=O)C1=O,3%,-0.3,61,0.5%,i,22,.,.,-24%,-5%,5%,-10%
CCN(CC)C(=O)c1ccc(NC(=O)c2cc(-n3cnnc3)ccc2Cl)cc1,12%,-0.3,78,0.7%,i,26,1,753,0%,-14%,14%,4%
C[C@H](NC(=O)CCC(=O)N1C[C@H]2C[C@H](C1)c1cccc(=O)n1C2)c1ccccc1,14%,-2.3,94,0.2%,i,30,11,807,3%,-12%,0%,1%
CC1(C)CN(S(=O)(=O)OCC(Cl)(Cl)Cl)C(=O)N1,0%,1.6,95,-0.1%,i,27,0,795,10%,0%,-4%,-11%
COC1=C[C@@H]2C3=C([C@@H]2C1=O)[C@@H](NC(C)=O)CCc1cc(OC)c(OC)c(OC)c13,.,4.4,49,.,i,62,.,.,0%,.,3%,.
CCOC(=O)CSc1ccc(C(=O)N2CCC3(CC2)OCCO3)cc1[N+](=O)[O-],0%,-0.5,82,-0.3%,i,43,6,604,5%,-5%,6%,14%
C[C@]12CCC(=O)C=C1CCC1C2CC[C@@]2(C)C1CC[C@@]2(O)CC#N (stereo partly specified),-5%,-1.0,40,-0.2%,i,15,.,.,1%,-4%,2%,6%
Cn1c(O)c(C(c2ccncc2)c2c(O)n(C)c(=S)n(C)c2=O)c(=O)n(C)c1=S,-3%,0.0,46,-0.1%,i,39,2,762,9%,-6%,8%,4%
COc1cccc(C2CCN(CC(=O)Nc3cc(Cl)ccc3OC)CC2O)c1 (stereo unspecified),8%,3.1,50,0.3%,i,13,-10,848,18%,-5%,-2%,2%
O=C(O)CSC(=S)N1CC2CC(C1)c1cccc(=O)n1C2 (stereo unspecified),-3%,2.4,52,-0.1%,i,38,4,666,-3%,1%,-12%,7%
COc1cc2occc2c2oc(=O)ccc12,-3%,-0.2,64,0.2%,i,56,12,746,10%,-2%,8%,7%
O=C(c1cc(-c2ccc(Cl)cc2)n(-c2ccc(Cl)cc2Cl)n1)N1CCOCC1,11%,4.3,44,0.1%,i,56,.,.,9%,-2%,1%,18%
CCCCn1c(=O)c(C(=O)Nc2ccccc2)c(O)c2ccccc21,-5%,6.0,54,0.2%,i,5,0,619,6%,-3%,14%,-4%
O=C1NC(=O)C(CCc2ccncc2)(CCc2ccncc2)C(=O)N1Cc1ccc(F)cc1,-1%,0.0,50,-0.1%,i,67,-11,674,11%,2%,3%,-4%
Cc1cc(Cl)ccc1OCC(=O)N1CCN(C)CC1,8%,0.0,52,-0.2%,i,51,.,.,9%,-4%,14%,-9%
O=C(CNC(=O)c1cccc(Cl)c1)Nc1ccc(Br)cc1C(=O)c1ccccc1,-13%,2.3,31,-0.1%,i,51,-14,644,24%,-7%,8%,13%
CCOC(=O)c1c(NS(=O)(=O)c2ccccc2)n(CCCOC)c2nc3ccccc3nc12,-4%,-1.4,31,0.3%,i,21,2,604,-2%,3%,-6%,10%
O=C1NC(=S)N(c2ccccc2F)C(=O)/C1=C\c1cccs1,13%,2.0,66,-0.3%,i,31,5,637,19%,-1%,8%,17%
O=C(NC1(C(F)(F)F)Oc2ccccc2O1)N1CCC2(CC1)OCCO2,8%,-2.3,59,-0.1%,i,30,35,721,20%,0%,9%,-3%
